AHR act: activates the human aryl hydrocarbon receptor; AHR-responsive luciferase reporter cells, luminescence; activation, % at 5 µM; 2.5% of 320,000 active; AID 2796; in the data active means activation above about 47%;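 further: 0% = vehicle wells and 100% = reference agonist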
CTSL1 counter: blocks F. hepatica cathepsin L1 in PFM18AAP counter-screen. 0.49% of 300,000 active. recombinant F. hepatica cathepsin L1, Z-Leu-Arg-MCA fluorescence. inhibition, % at 5.96 µM;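 active means inhibition above the mean of all tested compounds plus 3 SD, set per screening campaign, cut at about 17% in these data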;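 further: 0% = plate median of test compound wells and 100% = 1 µM Z-Phe-Ala-diazomethylketone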
PP1 counter: counter-screen for PP5 inhibitors: inhibitors of human PP1-alpha; purified PP1alpha, OMFP fluorescence; inhibition, % at 6.7 µM; 0.9% of 320,000 active; AID 2235;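 active means inhibition above the mean inhibition of all tested compounds plus 3 SD, computed separately for each screening campaign, cut at about 15% in these data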
Target sequence (P62136 whole entry, looked up): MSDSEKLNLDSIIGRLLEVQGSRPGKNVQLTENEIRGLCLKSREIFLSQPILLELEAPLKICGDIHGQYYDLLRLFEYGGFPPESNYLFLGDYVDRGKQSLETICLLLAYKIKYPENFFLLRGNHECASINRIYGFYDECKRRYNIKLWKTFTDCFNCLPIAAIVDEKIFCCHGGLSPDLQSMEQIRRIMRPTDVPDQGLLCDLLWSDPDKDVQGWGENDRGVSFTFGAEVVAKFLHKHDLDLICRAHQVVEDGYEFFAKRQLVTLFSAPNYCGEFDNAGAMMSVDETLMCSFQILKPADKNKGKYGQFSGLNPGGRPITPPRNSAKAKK
PAFAH2 FP inh: inhibitors of human PAFAH2. Q99487. recombinant PAFAH2, FP-rhodamine activity probe, fluorescence polarization. inhibition, % at 3.39 µM. 0.99% of 340,000 active;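 active means inhibition above the mean over all tested compounds plus 3 SD, cut at about 30% in these data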;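 further: inhibitors block probe labeling of enzyme so polarization drops; 0% = enzyme with DMSO and 100% = wells lacking PAFAH2 protein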
core dimer inh: HCV core protein dimerization inhibition | 0.33% of 300,000 active | inhibition, % at 5 µM | TR-FRET GST/Flag-core106 dimerization, 1536-well | AID 1899;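 active means inhibition above the mean of all tested compounds plus 3 SD, set per screening campaign, cut at about 45% in these data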
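System: GST/Flag-tagged HCV core106 proteins. Incubation: compound-protein-antibody incubation 4 h at 22.5 °C. Technique: HTRF with 340 nm excitation, 617/671 nm emission. Medium: KF-containing HEPES buffer, pH 7.45, DTT, CHAPS, BSA. Read-out: inhibition (%) from 671 over 617 nm ratio. Also added: Eu(K)-anti-GST 90 ng/mL plus XL665-anti-Flag 1 µg/mL.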
procasp3 activ: activates human procaspase-3. P42574. recombinant procaspase-3 D3A, Ac-DEVD-pNA absorbance 405 nm. activation, % at 8.5 µM. 0.11% of 330,000 active. AID 463141;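 active means activation above the mean of all tested compounds plus 3 SD, cut at about 21% in these data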;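 further: 0% = DMSO alone and 100% = DMSO wells spiked with extra 5 µM PC-3 D3A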
Target sequence (P42574 whole entry D9A/D28A/D175A): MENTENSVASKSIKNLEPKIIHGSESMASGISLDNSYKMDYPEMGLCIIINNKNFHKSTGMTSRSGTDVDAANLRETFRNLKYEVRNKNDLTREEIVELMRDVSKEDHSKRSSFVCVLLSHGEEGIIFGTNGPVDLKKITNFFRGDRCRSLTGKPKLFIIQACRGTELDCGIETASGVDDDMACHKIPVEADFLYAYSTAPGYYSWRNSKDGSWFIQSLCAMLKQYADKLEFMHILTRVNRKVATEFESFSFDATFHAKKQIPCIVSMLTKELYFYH
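Test system: Procaspase-3 D3A mutant; medium: Zinc-free HEPES/NaCl buffer with 0.01% Triton X-100 at pH 7.4; reagent: DEVD-pNA substrate; doses: one concentration, 8.5 µM nominal, 0.8% DMSO; times: 1 h preincubation plus 2 h reaction at 25 °C; signal: Epi-absorbance at 405 nm of released p-nitroaniline, 0 and 120 min; replicates: singlicate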
proCasp7 act: counter-screen: procaspase-7 (human) activation; P55210; activation, % at 8.5 µM; 0.093% of 330,000 active; recombinant procaspase-7, Ac-DEVD-pNA absorbance 405 nm; D23A/D198A/D206A triple mutant, cannot self-cleave; scale: DMSO 0, 5 µM enzyme 100;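 active means percent activation above the screen-wide mean plus 3 SD, cut at about 25% in these data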
Target sequence (P55210 whole entry D23A/D198A/D206A): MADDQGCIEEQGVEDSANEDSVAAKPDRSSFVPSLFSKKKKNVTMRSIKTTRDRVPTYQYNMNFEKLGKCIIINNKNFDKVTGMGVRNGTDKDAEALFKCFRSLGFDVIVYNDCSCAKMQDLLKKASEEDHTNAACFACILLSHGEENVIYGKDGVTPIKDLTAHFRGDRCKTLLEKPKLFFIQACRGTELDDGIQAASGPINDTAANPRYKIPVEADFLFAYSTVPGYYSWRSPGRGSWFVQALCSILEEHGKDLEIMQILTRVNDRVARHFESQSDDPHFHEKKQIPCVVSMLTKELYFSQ
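Replicates: singlicate. Assay system: Procaspase-7 triple mutant (PC-7 D3A). Signal: 405 nm absorbance of p-nitroaniline. Times: 1 h preincubation, 2 h reaction. Buffer or medium: Zinc-free HEPES pH 7.4 with 300 mM NaCl, 0.01% Triton X-100. Also added: DEVD-pNA substrate. Benchmarks: DMSO wells as 0%, DMSO with 5 µM added PC-7 as 100%.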
PP5 primary: inhibitors of human protein phosphatase 5 (PP5). P53041. purified PP5c, OMFP substrate fluorescence. inhibition, % at 6.7 µM. 0.18% of 320,000 active;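 active means inhibition above the campaign's mean inhibition across all tested compounds plus 3 SD, cut at about 9.5% in these data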;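 further: 0% = DMSO only and 100% = 100 µM cantharidin control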
TPT1 inhibitor: C. albicans TPT1 enzyme inhibition; recombinant caTPT1, FP RNA substrate dephosphorylation; inhibition, % at 5 µM; 0.81% of 300,000 active;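 active means inhibition above the mean of all tested compounds plus 3 SD, set per screening campaign, cut at about 24% in these data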;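 further: plate controls were DMSO alone for no effect and ferristatin control at 100 nM for full effect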
Active calls of the source: *; x = not tested or not shown.

SMILES | AHR act | CTSL1 counter | PP1 counter | PAFAH2 FP inh | core dimer inh | procasp3 activ | proCasp7 act | PP5 primary | TPT1 inhibitor
CC(C)C(=O)Nc1c(-c2ccccc2)c(=O)c2ccccc2n1C | -1 | 3 | -4 | 7 | -2 | 7 | 2 | -0.2 | -2
Cc1ccc2c(c1)NC(=O)CC(c1ccccc1)=N2 | 2 | -1 | -7 | -1 | -6 | 2 | 3 | -1.0 | -4
COc1cc(NC(=O)c2cccs2)c(OC)cc1NC(=O)c1ccco1 | 94* | 2 | 0 | 3 | 0 | -9 | 5 | -1.6 | -2
CN(C)c1nnnn1-c1ccc(Cl)cc1Cl | 0 | -5 | -3 | 7 | 7 | 1 | 0 | 1.6 | 0
Cc1cc(C)cc(OCC(=O)N2CCc3ccccc3C2)c1 | 11 | 1 | -3 | 8 | -2 | -6 | -4 | -2.7 | 2
Cc1ccc2nc(NC3=NC(CC(=O)O)C(=O)N3)nc(C)c2c1 (stereo not drawn) | -1 | 1 | 1 | x | -1 | 7 | 12 | 0.7 | -2
CCCCOc1ccc(CN2CCCCC2)cc1 | -1 | -3 | -3 | 18 | -4 | 6 | -2 | 2.0 | -1
N#C/C(=C(/O)COC(=O)c1ccc2c(c1)OCCO2)c1nc2ccccc2[nH]1 | 15 | 4 | 2 | 16 | 58* | -4 | 8 | -1.4 | 17
CC1CC(C)CN(S(=O)(=O)c2cccc(C(=O)N3CCN(c4ccc(F)cc4)CC3)c2)C1 (stereo not drawn) | 3 | x | 1 | 3 | x | -3 | 5 | 2.8 | x
Fc1ccc2nc(C3CCN(Cc4nc(CC5CC5)no4)CC3)[nH]c2c1 | 2 | 5 | -4 | 3 | -4 | -2 | 2 | 1.8 | 2
OC(CN1CCN(c2ccccc2)CC1)Cn1c2ccccc2c2ccccc21 (stereo not drawn) | 2 | 2 | 2 | 3 | -9 | -8 | 7 | 2.6 | -1
COc1ccc(C2=NN(C(=O)c3cccc([N+](=O)[O-])c3)C(c3cccc([N+](=O)[O-])c3)C2)cc1 (stereo not drawn) | -1 | -5 | 1 | 5 | 10 | -3 | 4 | 3.4 | 1
COc1ccccc1NS(=O)(=O)c1cc(NC(=O)CCNC(C)=O)ccc1N1CCCCC1 | 0 | 3 | 2 | -5 | 2 | 2 | 0 | 2.2 | 1
CCNc1ccc(C2(O)C(=O)c3ccccc3C2=O)cc1 | 1 | -1 | -2 | 1 | 10 | -4 | -2 | 1.8 | 2
COc1ccc2c(c1)[C@H]1[C@H](CO2)[C@H](c2ccccc2)[C@]2(C)C(=O)Nc3ccc(F)cc3C(=O)N12 | 4 | x | x | -7 | x | 0 | 6 | x | x
CSc1ccc(S(=O)(=O)NCC(=O)OC(C)C(=O)NCc2ccccc2)cc1[N+](=O)[O-] (stereo not drawn) | -2 | -38 | 0 | 9 | 1 | -4 | 5 | -0.9 | 1
Cc1cc(O)cc2c1C(c1ccc(F)cc1)CC1(CC(C)(C)NC(=S)N1)O2 (stereo not drawn) | -1 | -4 | -1 | 3 | 7 | 2 | -12 | 1.5 | -2
Cc1cc(C)n(/N=C/c2cc([N+](=O)[O-])ccc2O)c(=O)c1 | 4 | 8 | -2 | 2 | 5 | -7 | -4 | -0.2 | -3
CN(CC(=O)Nc1ccccc1C(F)(F)F)C(=O)CSCc1ccccc1 | -2 | 2 | -5 | -2 | -1 | -3 | 6 | 2.7 | 3
CCCc1cc(C(=O)N2CCCC(C(=O)c3cccc4ccccc34)C2)n(C)n1 (stereo not drawn) | 3 | -3 | -1 | 1 | 4 | 0 | 2 | 1.5 | -2
COc1cc(OC)cc(C(=O)N[C@H](C(=O)OCn2nnc3ccccc3c2=O)C(C)C)c1 | 1 | -4 | -2 | 6 | -2 | -1 | -3 | -1.3 | 0
Cc1ccc(N2CCN(C(=S)c3ccc(-c4ccccc4[N+](=O)[O-])o3)CC2)cc1 | 18 | 1 | 3 | 5 | 19 | -7 | -14 | -0.5 | -3
COc1ccc(CN(C)CC(=O)Nc2ccc(SC(F)F)cc2)cc1OC | 3 | 6 | -2 | 0 | -5 | -3 | 18 | 0.9 | -1
O=C1C(=O)N(CCO)C(c2ccccc2)/C1=C(\O)c1ccccc1 (stereo not drawn) | 0 | 1 | -4 | 0 | 2 | -9 | -6 | 3.7 | 0
C/C(O)=C(/C#N)c1nc2ccccc2[nH]1 | 21 | 0 | 3 | 0 | -7 | 7 | -9 | -1.0 | 0
SMILES | AHR act | CTSL1 counter | PP1 counter | PAFAH2 FP inh | core dimer inh | procasp3 activ | proCasp7 act | PP5 primary | TPT1 inhibitor
CC(=O)c1cc2c(cc1NC(=O)C1CN(C(C)=O)c3ccccc3O1)OCO2 (stereo not drawn) | 53* | x | x | 8 | x | -4 | 2 | x | x
Cc1ccc(C(=O)N/N=C/c2ccc(S(=O)(=O)O)o2)c(Cl)c1 | -1 | -1 | 3 | 5 | -7 | -2 | 5 | 2.9 | -7
CCCN(CC(=O)Nc1ccc(Cl)cc1Cl)C(=O)/C=C/c1ccco1 | 0 | 1 | -1 | 6 | 4 | 3 | 2 | 0.9 | -1
CCOc1ccc(OCc2ccc(C(=O)N3CCc4ccccc4C3)o2)cc1 | 4 | 10 | 12 | -1 | 8 | -9 | -5 | 0.7 | -2
Cc1ccc2n(n1)c(=O)c(Cc1ccccc1)c([O-])[n+]2-c1ccccc1 | 0 | -3 | -3 | 0 | 0 | -2 | 13 | -0.5 | -1
COc1ccc(NC(=O)CN(C)C(=O)Cc2c[nH]c3ccccc23)cc1 | 22 | x | -3 | -11 | x | -1 | -1 | 0.5 | x
Cc1cccc2cc(CN(Cc3nnnn3C3CCCCC3)C3CCCC3)c3nnnn3c12 | 2 | -2 | 1 | -17 | -3 | 7 | 8 | 1.6 | -3
CCOC(=O)C1=C(C)N(C)C(=O)C1CC(=O)O (stereo not drawn) | -2 | 1 | 2 | 0 | -2 | -1 | 3 | 3.2 | -4
COc1ccc(OC)c(/C=N/NC(=O)CCCC(=O)Nc2cccc(Br)c2)c1 | 70* | 3 | 2 | 8 | 3 | -7 | 5 | 1.4 | -3
COc1ccc(NC(=O)C2CCC(CNc3c(N4CCOCC4)c(=O)c3=O)CC2)cc1Cl (stereo not drawn) | 1 | -2 | -5 | 4 | -2 | 1 | -3 | -2.4 | -1
O=C(Nc1ccccc1C(=O)N1CCOCC1)C1CC(=O)N(C2CCCC2)C1 (stereo not drawn) | 1 | -2 | 1 | -11 | -2 | 2 | -6 | 13* | -2
C=CCc1c(C)nc(-c2ccccc2)nc1N/N=C/c1ccncc1 | 61* | 3 | -1 | -3 | -3 | 2 | -3 | -0.8 | 0
Cc1csc2nc(CNC(=O)CCC(=O)O)cn12 | -2 | 2 | 4 | 1 | -5 | 3 | 6 | -1.7 | 0
COc1cc(C(c2c(C)[nH][nH]c2=O)c2c(C)[nH][nH]c2=O)cc(OC)c1OC | 4 | -10 | -13 | 1 | 1 | -9 | -11 | 0.9 | -5
Nc1c(Cl)c(Cl)nc(C(=O)OCC(=O)NCc2ccccc2)c1Cl | 21 | x | -1 | 15 | x | 5 | 11 | 2.4 | x
CCCn1nnnc1NCc1c(Cl)cccc1Cl | -1 | 0 | -4 | -9 | 3 | 6 | 9 | 0.2 | 1
O=C(O)C1CCC(=O)N(C2CC2)C1c1ccccc1 (stereo not drawn) | 0 | -3 | -4 | -7 | -1 | 12 | 0 | -0.3 | -2
Cc1ccc(S(=O)(=O)N2CCN(C(=O)COC(=O)CNC(=O)c3ccccc3)CC2)c(C)c1 | 0 | 1 | -4 | 0 | -1 | 9 | -1 | 0.1 | 2
c1ccn(-c2ccc(N3CCOCC3)cc2)c1 | -4 | 2 | 2 | 4 | -1 | 9 | -4 | 0.7 | -1
COc1ccccc1NC(=O)C1CCN(S(C)(=O)=O)CC1 | 3 | -1 | -6 | 1 | -5 | -2 | 10 | -1.4 | 1
Cc1ccc(N=c2sc(C)c(C)n2C)cc1 | 77* | -3 | -2 | -12 | -17 | -14 | 5 | 3.1 | -2
COc1ccnc(N=CNOCc2cccc(C(F)(F)F)c2)c1C#N | -1 | -2 | 1 | 10 | 3 | 3 | 7 | 5.6 | 0
CCOC(=O)c1sc(N2N=C(C)/C(=C\c3ccc(OCC(=O)OC)cc3)C2=O)nc1C | 4 | 2 | 24* | 4 | -1 | 2 | -9 | 0.9 | 3
Cc1nc(C(F)(F)F)c(C(=O)N/N=C(\N)c2ccccn2)s1 | 2 | -1 | 0 | 4 | -5 | 0 | 10 | 2.0 | -1
CO/N=C/NC(=O)NOCc1c(Cl)cccc1Cl | 7 | 6 | 0 | 3 | 1 | 4 | 7 | 0.2 | 0
O=C(NCCc1ccc(F)cc1)c1ccncc1 | 1 | 1 | -1 | -3 | 2 | 17 | 0 | 0.1 | -2

Among those listed so far, 2 contain an aryl thioether with sulfur outside any ring:
SMILES | AHR act | CTSL1 counter | PP1 counter | PAFAH2 FP inh | core dimer inh | procasp3 activ | proCasp7 act | PP5 primary | TPT1 inhibitor
CSc1ccc(S(=O)(=O)NCC(=O)OC(C)C(=O)NCc2ccccc2)cc1[N+](=O)[O-] (stereo not drawn) | -2 | -38 | 0 | 9 | 1 | -4 | 5 | -0.9 | 1
COc1ccc(CN(C)CC(=O)Nc2ccc(SC(F)F)cc2)cc1OC | 3 | 6 | -2 | 0 | -5 | -3 | 18 | 0.9 | -1

Part of the list above, with values under each structure.
Order of results: AHR act | CTSL1 counter | PP1 counter | PAFAH2 FP inh | core dimer inh | procasp3 activ | proCasp7 act | PP5 primary | TPT1 inhibitor
- CCCn1nnnc1NCc1c(Cl)cccc1Cl
 : -1 | 0 | -4 | -9 | 3 | 6 | 9 | 0.2 | 1
- O=C(O)C1CCC(=O)N(C2CC2)C1c1ccccc1 (stereo not drawn)
 : 0 | -3 | -4 | -7 | -1 | 12 | 0 | -0.3 | -2

Part of the list above, with values under each structure:
Screens in order: AHR act | CTSL1 counter | PP1 counter | PAFAH2 FP inh | core dimer inh | procasp3 activ | proCasp7 act | PP5 primary | TPT1 inhibitor
- CCCn1nnnc1NCc1c(Cl)cccc1Cl
 : -1 | 0 | -4 | -9 | 3 | 6 | 9 | 0.2 | 1
- Nc1c(Cl)c(Cl)nc(C(=O)OCC(=O)NCc2ccccc2)c1Cl
 : 21 | x | -1 | 15 | x | 5 | 11 | 2.4 | x
- COc1ccc(OC)c(/C=N/NC(=O)CCCC(=O)Nc2cccc(Br)c2)c1
 : 70* | 3 | 2 | 8 | 3 | -7 | 5 | 1.4 | -3
- COc1ccccc1NC(=O)C1CCN(S(C)(=O)=O)CC1
 : 3 | -1 | -6 | 1 | -5 | -2 | 10 | -1.4 | 1
- C=CCc1c(C)nc(-c2ccccc2)nc1N/N=C/c1ccncc1
 : 61* | 3 | -1 | -3 | -3 | 2 | -3 | -0.8 | 0

An unsorted share of the library; 5.6% or so of the library scored in one or more.
